High-throughput results from PubChem.
KRASV12 cytotoxicity – viability loss of HPDE-C7K cells – cell-based, fluorescence, HTS, primary screen (AID 431); HPDE-C7K KRASV12 cells, Alamar Blue viability, 48 h; higher % means a stronger effect; 1.7% of 63,000 active; cytotoxicity, % at 10 µM, or EC50 in µM where a hit was titrated;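 active = compounds whose percent cytotoxicity in the single-dose primary screen, scaled between solvent and toxic-drug controls, exceeds 50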;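 note: 0% = DMSO solvent wells and 100% = doxorubicin-treated wells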
DPM-DC inhibit – S. pneumoniae DPM-DC inhibition; purified DPM-DC, PK/LDH coupled NADH fluorescence; calls only at 10 µM; 0.49% of 65,000 active;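 active = the 320 compounds with the highest percent inhibition in the single-dose primary screen, excluding strongly autofluorescent ones, cut at about 32% in these data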;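 note: kinetic rate of NADH fluorescence loss reporting ADP formed by the decarboxylase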
PMK inhibit – blocks S. pneumoniae phosphomevalonate kinase; 0.49% of 65,000 active; inhibition, % at 10 µM; AID 539; purified PMK, PK/LDH-coupled NADH absorbance 340 nm;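 active = top-ranked compounds by inhibition in the single 10 µM screen, taking a fixed number of the strongest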;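 note: 0% = full reaction with DMSO carrier and 100% = background rate without enzyme reaction; no value below 0 was filed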
Spn MK inh – inhibitors of Streptococcus pneumoniae mevalonate kinase | purified MK, PK/LDH-coupled NADH absorbance 340 nm | inhibition, % at 10 µM | 0.48% of 65,000 active;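 active = ranked among the strongest by inhibition in the single 10 µM screen, a fixed top-ranked set picked for dose follow-up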; note: no value below 0 was filed
LYP inhibition – LYP phosphatase inhibitors, primary screen, biochemical, DiFMUP fluorescence, recombinant catalytic domain, 10 µM (AID 606). 52,000 tested, under 10 active. inhibition, % at 10 µM; hits with a dose series show IC50 in µM. recombinant LYP catalytic domain, DiFMUP fluorescence; higher % means a stronger effect;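 active = IC50 under 40 µM in the dose-response test; inactive = IC50 of 40 µM or more, or never dose-tested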
HT1080 cytotoxicity – cytotoxicity in HT1080 fibrosarcoma cells, cell-based, fluorescence readout (AID 620); HT1080 viability, fluorescence; higher % means a stronger effect; 0.42% of 87,000 active; cytotoxicity, % at 10 µM; hits with a dose series show EC50 in µM;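 note: cells exposed to compound overnight then 4 h with Alamar Blue; 0% = vehicle DMSO and 100% = killing control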
HPDE-C7 cytotoxicity – HPDE-C7 pancreatic duct cell viability loss – fluorescence, HTS (AID 430). one-dose cytotoxicity, % at 10 µM; EC50 in µM for titrated hits. HPDE-C7 pancreatic duct cells viability, fluorescence; higher % means a stronger effect. 1.8% of 63,000 active;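 note: cells exposed to compound for 48 hours before viability readout; 0% = vehicle and 100% = reference cytotoxic drug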
Bfl-1 displacement – Bfl-1 inhibitors, primary screen, biochemical, fluorescence polarization, FITC-Bid, mouse (AID 432); FITC-Bid BH3 peptide fluorescence polarization displacement; higher % means a stronger effect; displacement, % at 20 µM; hits with a dose series show IC50 in µM; 0.02% of 64,000 active; in the data active = a potency from the dose series; inactive = the rest, 99 in 100 with displacement below about 15%; note: strong numbers were not always called active
TNAP inhibition – human TNAP enzyme inhibitors, biochemical, luminescent (AID 518); one-dose inhibition, % at 20 µM; IC50 in µM for titrated hits; 0.09% of 64,000 active; purified TNAP enzyme, luminescent substrate readout; higher % means a stronger effect; in the data active = a potency from the dose series; inactive = the rest, 99 in 100 with inhibition below about 22%;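 note: plate controls were vehicle for no effect and reference inhibitor for full effect; many of its hits are not listed in these tables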
PMK inhibit pilot replicates – also measured in PMK inhibit; calls as there; inhibition, %; measured here: pilot screen replicates
Spn MK inh pilot replicates – recorded beside Spn MK inh, whose call it bears; inhibition, %; measured here: pilot screen replicates
DPM-DC inhibit pilot screen % – recorded beside DPM-DC inhibit, whose call it bears; inhibition, %; measured here: pilot screen trials
Numbers without * were called inactive; i = inactive; . = not tested or not shown. Cut-off read from the data, not from the text of the source, unless noted: active = cytotoxicity above about 50%; inactive = the rest.

SMILES	KRASV12 cytotoxicity	DPM-DC inhibit	PMK inhibit	Spn MK inh	LYP inhibition	HT1080 cytotoxicity	HPDE-C7 cytotoxicity	Bfl-1 displacement	TNAP inhibition	others
CCCC(=O)Nc1ccc(C(=O)n2nnc3ccccc32)cc1	-3%	i	2	8	-2%	2%	-21%	-6%	0%
CCN=C1SC(C(=O)Nc2cccc(OCC)c2)CC(=O)N1CC (stereo not drawn)	-32%	i	4	5	0%	-12%	-15%	-2%	6%
CCOc1ccc(-c2nnn(CC(=O)N3CCN(c4ccc(F)cc4)CC3)n2)cc1OCC	1%	i	7	8	-3%	7%	-17%	0%	20%	PMK inhibit pilot replicates=0.0;Spn MK inh pilot replicates=0.0;DPM-DC inhibit pilot screen %=0.0
CCOCC(=O)Nc1nnc(COCC)s1	8%	i	0	2	0%	-2%	7%	1%	-6%
O=C(CCN1C(=O)c2ccccc2S1(=O)=O)Nc1ccc2c(c1)OCCO2	-2%	i	5	8	-5%	2%	-1%	-4%	9%
CC(=O)Nc1cccc(OCC(=O)Nc2ccccc2)c1	6%	i	3	8	-2%	4%	3%	-1%	-6%
CC(C)C(c1nnnn1CC1CCCO1)N1CCN(C2CCCC2)CC1 (stereo not drawn)	2%	i	15	14	14%	3%	5%	5%	8%
CCSc1nncn1/N=C/c1ccc(OC)c(OC)c1	-5%	i	4	10	.	-3%	-10%	-1%	10%	PMK inhibit pilot replicates=0.5;Spn MK inh pilot replicates=2.5;DPM-DC inhibit pilot screen %=2.0
NC(=O)N1CC(O)CC1C(=O)Nc1ccc(Cl)c(Cl)c1 (stereo not drawn)	2%	i	14	5	15%	-6%	-2%	-6%	10%
CCn1c(COc2ccccc2)nnc1SCc1ccc(C#N)cc1	9%	i	0	5	15%	-2%	-16%	-5%	10%
Cc1cc(C)cc(OCc2nnc(SCC(=O)OC3CCCCC3)o2)c1	-25%	i	7	5	7%	-12%	-14%	-2%	9%
O=C(NCc1ccc2c(c1)OCO2)c1ccc(-c2ccc(Cl)cc2)o1	61%*	i	0	4	7%	-1%	54%*	-5%	15%
O=C(CSc1ccc2nnc(-c3cccnc3)n2n1)NCc1ccco1	0%	i	0	15	7%	1%	-3%	1%	6%
Fc1ccc(C(c2nnnn2Cc2ccccc2)N2CCSCC2)cc1 (stereo not drawn)	-14%	i	4	0	9%	-1%	-8%	-2%	9%
CSc1ccc(/C=N/n2nnnc2N)cc1	-18%	.	7	12	.	-3%	-10%	6%	1%
CCCCCOC(=O)CSc1nnc(-c2cc(OC)c(OC)c(OC)c2)o1	8%	i	5	4	2%	1%	-16%	-2%	15%	PMK inhibit pilot replicates=3.0;Spn MK inh pilot replicates=0.5;DPM-DC inhibit pilot screen %=0.0
COCCNC(=O)C(c1ccc(C)o1)N(C(=O)c1snc(C(N)=O)c1N)c1ccc(C)c(C)c1 (stereo not drawn)	.	i	8	2	4%	12%	.	-8%	2%
O=C(Nc1ccc(S(=O)(=O)N2CCCCCC2)cc1)c1ccc(Br)o1	56%*	i	15	8	.	19%	30%	-5%	8%
COCC(C)NC(=O)c1cc(-c2ccc(O)cc2)on1 (stereo not drawn)	7%	i	0	0	-7%	0%	-5%	-3%	9%
O=C1CC(c2ccc(F)cc2)Cc2nc(N3CCN(c4ccccc4)CC3)ncc21 (stereo not drawn)	14%	i	2	4	-18%	-9%	5%	4%	4%
CCCCCn1c(Sc2ncccn2)nc2c1c(=O)[nH]c(=O)n2C	.	i	4	3	14%	10%	.	.	.
COc1cccc(OC)c1C(=O)Nc1cccc(C(C)=O)c1	2%	i	5	12	11%	1%	-4%	3%	7%	PMK inhibit pilot replicates=6.5;Spn MK inh pilot replicates=0.5;DPM-DC inhibit pilot screen %=0.0
CC(=O)Cc1nsc(NC(=O)c2ccc(-c3ccccc3Cl)o2)n1	.	i	17	8	9%	10%	.	.	.
CC(C)=C(NC(=O)c1ccccc1)C(=O)N1CCOCC1	9%	i	14	5	0%	-1%	-1%	-2%	2%
CC(C#N)Sc1nc2ccccc2c(=O)n1-c1ccccc1 (stereo not drawn)	0%	i	13	0	10%	3%	3%	-4%	1%
CC1CCCc2sc3nc(N4CCN(CCO)CC4)n4ncnc4c3c21 (stereo not drawn)	1%	i	2	0	8%	5%	9%	1%	5%
O=C(Nc1ccc(N2CCOCC2)cc1N1CCOCC1)c1ccco1	-4%	i	7	16	1%	0%	7%	-1%	7%
O=C(O)c1cc(Cl)ccc1NC(=O)C1CCCO1 (stereo not drawn)	-7%	i	8	9	-7%	8%	-9%	0%	0%
COc1cc(C2Nc3ccc4ncccc4c3C3=C2C(=O)CCC3)cc(OC)c1O (stereo not drawn)	25%	i	3	7	14%	33%	22%	3%	5%
CC(C)(C)C1CCc2onc(C(=O)NC3CCCC3)c2C1 (stereo not drawn)	-20%	i	8	8	.	-6%	-15%	-6%	4%

Two compounds drawn at random from those above, as already listed:
SMILES	KRASV12 cytotoxicity	DPM-DC inhibit	PMK inhibit	Spn MK inh	LYP inhibition	HT1080 cytotoxicity	HPDE-C7 cytotoxicity	Bfl-1 displacement	TNAP inhibition	others
CCCCCn1c(Sc2ncccn2)nc2c1c(=O)[nH]c(=O)n2C	.	i	4	3	14%	10%	.	.	.
O=C(Nc1ccc(N2CCOCC2)cc1N1CCOCC1)c1ccco1	-4%	i	7	16	1%	0%	7%	-1%	7%

(further entries)
SMILES	KRASV12 cytotoxicity	DPM-DC inhibit	PMK inhibit	Spn MK inh	LYP inhibition	HT1080 cytotoxicity	HPDE-C7 cytotoxicity	Bfl-1 displacement	TNAP inhibition	others
COc1ccc(-c2nsc3c(N4CCN(S(=O)(=O)c5ccccc5)CC4)ncnc23)cc1	56%*	i	10	2	.	8%	55%*	-8%	10%
O=C(CNC(=O)C1CCCCC1)NCCCO	-4%	i	0	5	7%	4%	-10%	-2%	16%
O=C(CCN1C(=O)c2ccccc2C1=O)NCCN1CCOCC1	-11%	i	13	2	4%	14%	-13%	0%	11%	PMK inhibit pilot replicates=5.5;Spn MK inh pilot replicates=10;DPM-DC inhibit pilot screen %=2.0
Cc1nnc(NC(=O)CCC(=O)N2CCN(CCc3ccccc3)CC2)s1	8%	i	5	3	4%	-2%	33%	10%	10%
Cc1ccc2c(c1)c1c3n2CCN(C(=O)CN2CCN(C)CC2)C3CCC1 (stereo not drawn)	42%	i	12	6	6%	13%	42%	3%	7%
COC(=O)C1=C(C)N=C2SC(C)C(=O)N2C1c1ccc(C(=O)OC)cc1 (stereo not drawn)	-9%	i	1	3	-11%	5%	-14%	-5%	14%
CC(C)(C)n1nc2c(c1NC(=O)c1cccc(C(F)(F)F)c1)CS(=O)C2 (stereo not drawn)	0%	i	16	0	12%	-14%	45%	-7%	8%
Cc1ccc(C(=O)CSC2=C(C#N)C(c3ccco3)CC(=O)N2)c(C)c1 (stereo not drawn)	5%	i	0	4	.	8%	-3%	0%	19%
O=C(c1ccc(N2CCOCC2)cc1)c1cccs1	6%	i	8	0	.	-9%	-9%	3%	9%
C=CCn1c(SCc2c(F)cccc2Cl)nnc1-c1ccco1	10%	i	14	6	.	8%	8%	5%	6%
Oc1ccc(Nc2nc(-c3ccc(O)cc3)cs2)cc1	84%*	i	0	1	10%	3%	78%*	6%	14%	PMK inhibit pilot replicates=2.5;Spn MK inh pilot replicates=3.5;DPM-DC inhibit pilot screen %=3.5
Cc1occc1-c1nnc(SCC(=O)Nc2nccs2)n1Cc1ccco1	2%	i	15	0	-18%	-5%	-3%	2%	6%
COC(=O)CSc1cc(SCC(=O)OC)c(C#N)c(SCC(=O)OC)c1	-1%	i	10	8	-3%	-17%	8%	-5%	8%
O=C(NCc1ccncc1)c1ccc(Br)o1	-22%	i	0	0	2%	-12%	-8%	-4%	1%
CN(C)S(=O)(=O)Nc1ccc(Oc2ccccc2)cc1	-2%	i	8	0	3%	4%	4%	1%	1%
CCOc1cc(N2CCOCC2)c(OCC)cc1NC(=O)Cn1[nH]c(=O)c2ccccc2c1=O	-1%	i	11	0	7%	-4%	4%	-1%	2%
O=S(=O)(NCC1CCCO1)c1ccc2oc3ccc(S(=O)(=O)NCC4CCCO4)cc3c2c1 (stereo not drawn)	7%	i	11	13	19%	1%	7%	-6%	-1%
CCOC(=O)N1CCC(NC(=O)C2CCN(S(=O)(=O)c3cccc4cccnc34)CC2)CC1	-17%	i	6	3	.	-1%	-19%	-7%	8%	PMK inhibit pilot replicates=1.5;Spn MK inh pilot replicates=0.0;DPM-DC inhibit pilot screen %=2.0
CC1CCN(C(=O)CSc2nnc(-c3ccc(S(=O)(=O)N4CCOCC4)cc3)n2C)CC1	6%	i	6	3	.	1%	1%	-4%	15%	PMK inhibit pilot replicates=0.0;Spn MK inh pilot replicates=0.0;DPM-DC inhibit pilot screen %=0.0
c1ccc(CSc2ncn(-c3ccccc3)n2)cc1	5%	i	0	6	.	0%	5%	-1%	8%
CCCOc1ccc(C2C(=O)N(C3CCCCC3)CC(=O)N2CCC)cc1OC (stereo not drawn)	-10%	i	24	0	7%	3%	-24%	-2%	8%
CCCCS(=O)CC(CS(=O)CCCC)OC(=O)c1ccc(C)cc1 (stereo not drawn)	5%	i	0	8	14%	-4%	-3%	-6%	-9%
COc1ccc(-n2c(=O)c3ccccc3n(CC(=O)NC3CCCC3)c2=O)cc1	-14%	i	6	0	-1%	0%	-7%	-5%	-2%
Cc1ccccc1NC(=O)c1c(F)c(F)c(F)c(F)c1F	-12%	i	10	8	6%	-4%	-10%	-7%	8%	PMK inhibit pilot replicates=0.5;Spn MK inh pilot replicates=0.0;DPM-DC inhibit pilot screen %=0.5
O=c1c(-c2ccc3c(c2)OCCO3)c(C(F)(F)F)oc2cc(O)cc(O)c12	15%	i	3	8	.	-11%	4%	-12%	7%
Cc1cc(C(=O)NCc2cccnc2)no1	7%	i	0	12	.	5%	13%	-1%	8%	PMK inhibit pilot replicates=1.0;Spn MK inh pilot replicates=0.5;DPM-DC inhibit pilot screen %=1.0
CCN(CC)CCOc1nc(C)nc2c1oc1ccccc12	-1%	i	11	1	.	-18%	0%	13%	2%
COc1cccc(-n2c(SC)nnc2-c2cnccn2)c1	-9%	i	22	0	9%	5%	-10%	-1%	16%
CC(=O)[C@@H]1[C@@H]2C(=O)N(c3ccc(F)c(Cl)c3)C(=O)[C@@H]2C2c3ccccc3C=CN21 (stereo partly drawn)	.	i	5	1	.	.	.	27%	14%
CCOC(=O)C1CCCN(C(=O)c2cc3c(=O)n4cccc(C)c4nc3n2C)C1 (stereo not drawn)	-5%	.	12	3	1%	0%	-6%	4%	-5%	PMK inhibit pilot replicates=0.5;Spn MK inh pilot replicates=0.0
CCc1c(C)nc2ncnn2c1N1CCCC(C(=O)NCCc2ccccc2)C1 (stereo not drawn)	2%	i	0	6	14%	3%	1%	-4%	8%
Cc1ccccc1NC(=O)c1ccccc1	-6%	i	2	2	3%	0%	-3%	-2%	18%	PMK inhibit pilot replicates=1.5;Spn MK inh pilot replicates=0.0;DPM-DC inhibit pilot screen %=0.0
